Bioassay records (PubChem BioAssay)
Arrestin-AP2 inh: inhibitors of beta-arrestin/AP2 binding, primary screen, biochemical, GPCR trafficking, flow cytometry | inhibition, % at 10 µM | 340,000 tested, 0.31% active | FITC-arrestin peptide / GST-AP2 beads; AP2 beta2 appendage carries R879A mutation | beta-arrestin 1 C-terminal peptide binding to AP2 beta2-adaptin appendage (human);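 active means inhibition above a set limit, near 3 SD of compounds lacking own fluorescence, cut at about 54% in these data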;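 further: plate controls were DMSO wells for no effect and 5 µM unlabelled arrestin peptide for full effect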
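Material – GST-tagged AP2 beta2-adaptin appendage (R879A) on 4 µm glutathione beads · Probe or stimulus – fluorescein-tagged arrestin peptide at 50 nM final · Timing – 12 min plus 1 h, RT · Detection – bead flow cytometry, FITC channel · Read-out basis – inhibition as reduced fluorescein signal on beads, percent · Medium – PBS plus Tween 20 (0.05%) and BSA (0.1%)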
SR-BI uptake up: activators of SR-BI mediated DiI-HDL uptake, primary screen, ldlA[mSR-BI] CHO cells, DiI fluorescence | 3 h; 100 = double the neutral-control signal | activation, % at 12.5 µM | 320,000 tested, 0.096% active;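 active means mean replicate activation of at least 60% and every replicate at or above 60%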;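 further: 0% = median plate neutral-control signal and 100% = twice that signal; values of inactives mirror those of a sister screen read the other way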
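system = CHO ldlA[mSR-BI] cells, LDL receptor-null, SR-BI overexpressing | medium = Ham's F12 with 0.5% BSA, HEPES 25 mM, pH 7.4 | probe or stimulus = DiI-HDL 10 µg/mL | compound dosing = single-point compound dose | incubation = compound exposure 3 h, 37 °C | technique = DiI fluorescence, bottom read | read-out = cell-associated DiI fluorescence as measure of HDL uptake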
MITF TRPM1 HTS: activators of MITF-driven TRPM1 promoter reporter, primary screen, cell-based, SK-MEL-5, luciferase, single point; activation, % at 12.5 µM; 300,000 tested, 0.75% active; SK-MEL-5 TRPM1-promoter luciferase, 24 h; % of positive control, neutral wells = 0;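 active means mean activation of at least 80% with every replicate also reaching 80%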;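 further: 0% = neutral control wells and 100% = parthenolide positive control wells; values of inactives mirror those of a sister screen read the other way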
Pemphigus Ab inh: inhibitors of pemphigus antibody binding to DSG3, primary screen, biochemical, bead-based, flow cytometry, scFv-GFP | DSG3-coupled beads, scFv-anti-DSG3-GFP binding; active compounds read low | binding (percent of control), % at 10 µM | 310,000 tested, 0.48% active;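 active means binding more than 3 SD below its plate's average and above zero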;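 further: hits lower antibody fragment binding to DSG3; some compounds called inactive have numbers as strong as hits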
NSD2 HMT inh: NSD2 histone methyltransferase inhibitors, primary screen, biochemical, AlphaScreen, single concentration, set 2; AID 743445, 2014; 310,000 tested, 0.54% active; NSD2 peptide methylation, 120 min; Histone-lysine N-methyltransferase NSD2 (Homo sapiens), O96028; inhibition, % at 12.5 µM; in the data active means inhibition above about 50%
CDK5 p35 inh: inhibitors of human CDK5/p35 kinase, primary screen, biochemical, single concentration; inhibition, % at 10 µM; Recombinant CDK5/p35, ADP-Glo luminescence, 60 min; AID 488839, 2010; 330,000 tested, 0.01% active;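 active means highest replicate inhibition of at least 50% and at least 75% of replicates reaching 50%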;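 further: plate controls were DMSO neutral control for no effect and GW8510 at 10 µM for full effect; many of its hits are not listed in these tables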
Target sequence (Q00535 whole entry, looked up): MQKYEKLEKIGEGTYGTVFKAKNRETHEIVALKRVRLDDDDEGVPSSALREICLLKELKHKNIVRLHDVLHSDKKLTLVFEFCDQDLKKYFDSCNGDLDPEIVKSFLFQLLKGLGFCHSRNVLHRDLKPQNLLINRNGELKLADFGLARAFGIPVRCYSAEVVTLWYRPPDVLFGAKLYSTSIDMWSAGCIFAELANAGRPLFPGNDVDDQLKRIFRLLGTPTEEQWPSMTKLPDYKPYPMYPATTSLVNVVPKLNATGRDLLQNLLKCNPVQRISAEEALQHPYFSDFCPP
Target sequence (Q15078 whole entry, looked up): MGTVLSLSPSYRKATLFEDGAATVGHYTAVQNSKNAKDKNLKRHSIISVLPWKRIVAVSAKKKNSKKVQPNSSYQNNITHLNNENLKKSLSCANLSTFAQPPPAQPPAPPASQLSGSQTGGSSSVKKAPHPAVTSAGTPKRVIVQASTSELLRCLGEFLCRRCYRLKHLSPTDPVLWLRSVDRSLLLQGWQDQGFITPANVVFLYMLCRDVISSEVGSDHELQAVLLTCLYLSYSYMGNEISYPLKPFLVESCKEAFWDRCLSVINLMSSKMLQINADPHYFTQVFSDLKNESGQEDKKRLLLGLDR
PKA-R1A act: activators of PKA-R1A holoenzyme, primary screen, biochemical, fluorescence polarization, Cy5-IP20, bovine R1A, mouse PKAc; cAMP-dependent protein kinase type I-alpha regulatory subunit (Bos taurus) + …; PKA-R1A dissociation; scaled: DMSO 0%, 113 µM cGMP 100%; activation, % at 11.4 µM; 340,000 tested, 0.083% active;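 active means percent activation above the mean of all tested compounds plus 3 SD, cut at about 19% in these data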;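 further: higher means more PKAc released from R1A so a rise in polarization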
SR-BI DiI inh: inhibitors of SR-BI mediated HDL lipid uptake, primary screen, ldlA[mSR-BI] cells, fluorescence, single point | ldlA[mSR-BI] CHO cells, DiI-HDL uptake fluorescence, 3 h | inhibition, % at 12.5 µM | 320,000 tested, 0.96% active | AID 488896, 2010;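 active means mean replicate inhibition of at least 70% and a set share of replicates each scoring 70 or more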;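 further: 0% = median of neutral control wells and 100% = median of positive control wells; values of inactives mirror those of a sister screen read the other way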
SUMO Mot1 rescue: yeast Mot1-301 growth rescue at high temperature, primary screen, SUMOylation pathway inhibitor project, S. cerevisiae, ATP luminescence, 38.5C | S. cerevisiae Mot1-301 growth rescue; percent above DMSO median, 100 means doubled | growth rescue, % at 18.8 µM | 320,000 tested, 1% active | AID 2716, 2010;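 active means every valid replicate shows activation above 250% relative to neutral control wells; inactive means the rest, any valid replicate at or below 250%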;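 further: OY570 slx delta 5 strain wells were the positive control but not used for scaling; some compounds called inactive have numbers as strong as hits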
PKA-R2B act: activators of PKA-R2B holoenzyme, primary screen, biochemical, fluorescence polarization, Cy5-IP20, human; cAMP-dependent protein kinase catalytic subunit beta (Homo sapiens) + cAMP-dependent …; 340,000 tested, 0.079% active; PKA-R2B holoenzyme dissociation; R2B truncated from residue 108, S112A mutant; 0% DMSO only, 100% 113 µM cGMP; AID 504700, 2011; activation, % at 11.4 µM;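 active means activation above a cutoff set at the mean over all compounds plus 3 SD, cut at about 18% in these data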;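 further: higher means more holoenzyme dissociation and a rise in polarization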
Target sequence (P31323 whole entry, looked up, other chains not shown, the tested form may be a part): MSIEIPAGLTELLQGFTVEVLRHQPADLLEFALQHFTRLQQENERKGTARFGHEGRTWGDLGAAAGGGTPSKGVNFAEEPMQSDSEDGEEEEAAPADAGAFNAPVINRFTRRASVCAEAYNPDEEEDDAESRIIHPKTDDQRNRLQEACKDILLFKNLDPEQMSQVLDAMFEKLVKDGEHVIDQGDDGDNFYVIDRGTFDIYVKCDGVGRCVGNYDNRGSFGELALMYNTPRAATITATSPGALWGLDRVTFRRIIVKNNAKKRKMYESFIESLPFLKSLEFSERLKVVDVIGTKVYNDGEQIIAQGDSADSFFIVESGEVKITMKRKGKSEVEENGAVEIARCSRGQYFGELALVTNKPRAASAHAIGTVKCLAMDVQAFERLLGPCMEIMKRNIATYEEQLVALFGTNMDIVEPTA
dFosB act: activators of delta FosB homodimer, primary screen, biochemical, fluorescence polarization, TAMRA-CDK5 oligo, single point. AID 493131, 2011. Protein FosB (Mus musculus), P13346. activation, % at 25 µM. 340,000 tested, 0.99% active. purified delta FosB; percent of positive-control signal above neutral wells;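 active means mean activation above about 17%, with every replicate also reaching it, limit read from the data, passing the limit was not always enough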;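 further: fluorescence polarization rise as delta FosB binds a TAMRA Cdk5 AP-1 oligo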
* marks the source's active call; other numbers are inactive results; . = no result given.

SMILES	Arrestin-AP2 inh	SR-BI uptake up	MITF TRPM1 HTS	Pemphigus Ab inh	NSD2 HMT inh	CDK5 p35 inh	PKA-R1A act	SR-BI DiI inh	SUMO Mot1 rescue	PKA-R2B act	dFosB act
CC1CCN(S(=O)(=O)c2ccc3[nH]c(=O)c(=O)[nH]c3c2)CC1	1	-12	12	105	-9	-0.5	-4	12	-5	-7	6
Cc1ccc(S(=O)(=O)N(CC(=O)c2ccccc2)C(=O)N2CCN(C)CC2)cc1	3	21	3	101	1	-1.2	-4	-21	.	5	3
CC(C)(C)c1ccc(-c2nc(C#N)c(NCCCn3ccnc3)o2)cc1	18	-10	3	112	12	1.0	-15	10	-15	-7	-5
Cc1nc2ccc(NC(=O)Cc3ccsc3)cc2s1	6	29	36	104	-1	0.5	4	-29	4	-7	-7
Cc1ccc(C)c(-n2cc(CNCCc3cnccn3)c(-c3ccccc3)n2)c1	-7	.	-1	97	1	0.7	-3	.	-17	-2	-7
O=C(Cc1cccc(NC(=O)C2CCCN(C(=O)C3CCCCC3)C2)c1)Nc1cccc(C(=O)N2CCCC2)c1 (configuration not stated)	2	-64	-13	101	.	1.9	3	64	-2	-1	-15
COc1cccc(-n2nnnc2S(C)(=O)=O)c1	-4	23	.	99	.	-0.2	-8	-23	27	3	7
CCOc1cccc(CNCc2ccc(C(=O)O)cc2)c1	-7	17	16	104	2	0.9	-4	-17	317	-7	1
COc1ccc(NS(=O)(=O)c2ccc3oc(SCC(N)=O)nc3c2)cc1	-8	.	.	113	-2	-2.8	-1	.	-12	-5	-9
COc1ccccc1-c1ccc(=O)n(CC(=O)NCc2cccs2)n1	-7	3	7	106	1	0.6	-14	-3	20	-9	0
O=C(CSc1nnc(-c2ccccn2)n1Cc1ccccc1)Nc1ccc2c(c1)OCO2	4	0	-16	107	-1	-0.3	11	0	-22	11	3
Cc1ccc(C(OCC(O)CN2CCCCC2)c2ccccc2)cc1 (configuration not stated)	-9	.	4	126	2	-0.3	-6	.	-31	1	-4
O=C(Nc1ccccc1C(=O)N1CCN(c2ccccc2)CC1)c1ccco1	-3	8	-7	.	1	0.7	0	-8	63	4	-8
Cc1c(OC(C)C(=O)NCCCN2CCOCC2)ccc2c1oc(=O)c1ccccc12 (configuration not stated)	-9	-12	3	100	0	-0.4	-7	12	91	6	-16
Cc1cc2nc(-c3ccc(SCc4ccccn4)nc3)[nH]c2cc1C	-3	-18	67	85	4	-1.1	-7	18	-11	-3	8
CCn1cc([N+](=O)[O-])c(C(=O)N2CCN(C(=O)c3ccco3)CC2)n1	16	-2	-11	103	0	0.5	-6	2	2	1	7
COc1ccc(CNC[C@H]2O[C@@H](n3ccc(=O)[nH]c3=O)[C@H](O)[C@@H]2O)cc1OC	10	10	11	96	.	-0.6	13	-10	.	5	0
Cc1ccc(C(=O)N2CC=C(c3ccccc3)CC2)o1	-10	-4	29	104	1	-2.0	-1	4	205	-1	-3
CNC(=S)N(CCc1c(C)[nH]c2ccc(C)cc12)Cc1cccs1	9	-41	-9	96	-5	0.0	5	41	-25	-16	-23
O=C1CC(C(=O)Nc2cc(Cl)ccc2Cl)n2ncnc2N1 (configuration not stated)	-6	5	-12	105	1	-0.1	-1	-5	-15	-1	-2
COC(=O)c1cccc([N+](=O)[O-])c1CN1CCCC(C(N)=O)C1 (configuration not stated)	6	-1	4	115	2	0.4	2	1	-28	2	-5
CC1CC(C)CN(c2nc3c(c(=O)n(C)c(=O)n3C)n2C)C1 (configuration not stated)	30	8	3	87	-1	0.8	-7	-8	1	-11	4
CCCCC(C(=O)NC(C)(C)C)N(Cc1ccccc1)C(=O)c1snc(C(N)=O)c1N (configuration not stated)	-7	6	.	100	-2	-1.1	-14	-6	13	3	-5
O=S(=O)(c1ccccc1)N1CCN(Cc2cccc(Cl)c2)CC1	3	7	.	102	1	0.2	-13	-7	-7	-3	-8
COc1cc(SC)ccc1C(=O)OCC(=O)NCCNC(=O)COC(=O)c1ccc(SC)cc1OC	-8	-59	-4	103	-2	0.0	4	59	-23	-1	-9
SMILES	Arrestin-AP2 inh	SR-BI uptake up	MITF TRPM1 HTS	Pemphigus Ab inh	NSD2 HMT inh	CDK5 p35 inh	PKA-R1A act	SR-BI DiI inh	SUMO Mot1 rescue	PKA-R2B act	dFosB act
O=C(CN(c1ccc2c(c1)OCCO2)S(=O)(=O)c1ccccc1)Nc1ccc2c(c1)OCO2	-1	24	0	102	0	0.6	-1	-24	-4	-9	-9
Cc1c(C(c2cccc(Br)c2)c2c(C)n(C)n(-c3ccccc3)c2=O)c(=O)n(-c2ccccc2)n1C	-5	15	.	107	1	-0.7	-16	-15	3	3	-6
O=C(NNC(=O)c1ccc([N+](=O)[O-])cc1Cl)c1ccncc1	10	5	-15	106	-2	0.7	7	-5	-5	4	-4
CC(C)C[C@H](NC(=O)c1nc[nH]c1C(=O)N[C@@H](CCCCNC(=O)OC(C)(C)C)C(=O)OC(C)(C)C)C(=O)OCc1ccccc1	2	36	-15	104	.	-0.4	-20	-36	-10	1	-18
CCn1c(SCC(=O)Nc2ccc3c(c2)OCO3)nc2c1c(=O)n(C)c(=O)n2C	19	13	3	105	-3	-0.7	0	-13	546	-1	-3
O=C(c1ccco1)N1CCCC(c2nc3c(nnn3Cc3c(Cl)cccc3Cl)c(=O)[nH]2)C1 (configuration not stated)	0	.	-6	.	3	-3.8	-7	.	-4	-1	-5
O=C(NN1C(=O)C2C3c4ccccc4C(c4ccccc43)C2C1=O)c1ccccc1 (configuration not stated)	-1	-7	2	71	-2	-1.4	3	7	-2	-5	-1
CC(=O)Nc1ccc(NC(=O)COC(=O)C2c3ccccc3Oc3ccccc32)cc1	-7	-48	-7	102	1	1.2	4	48	.	5	-1
Cc1ccc(CNC(=O)C2CCCN(C(=O)Nc3ccc(F)cc3)C2)cc1 (configuration not stated)	18	.	0	113	-2	-0.9	-3	.	62	2	7
COc1ccc(N(C(=O)C(C)C)S(=O)(=O)c2ccc(Cl)cc2)cc1	37	-26	1	100	-5	1.2	5	26	-7	-5	9
CCOC(=O)c1ccc(N2C(=O)[C@@H](c3ccccc3)[C@H]2c2ccccc2)cc1	-1	-17	0	107	.	-3.5	-6	17	9	0	-5
Cc1nnc(N/N=C/c2ccc(O)c([N+](=O)[O-])c2)[nH]c1=O	-7	32	13	91	2	4.8	2	-32	-2	8	-9
COc1cccc(/C=C/C(=O)Nc2ccc3nc4n(c(=O)c3c2)CCCC4)c1OC	43	-69	5	99	1	1.8	4	69	5	-4	-25
CCOC(=O)c1sc(NC(=O)CSc2nc(-c3ccco3)cc(C(F)(F)F)n2)c(C#N)c1C	8	2	-2	99	0	-2.4	-5	-2	4	6	-1
CCN1CCN(c2oc(-c3ccccc3)nc2S(=O)(=O)c2ccc(C)cc2)CC1	6	10	7	101	12	-0.1	5	-10	.	-2	-5
FC(F)(F)c1nnc(-c2ccccc2)nc1Sc1ccccc1	-10	-46	-22	.	.	0.1	0	46	2	0	1
COc1ccc(CNc2nc3nc(-c4ccccc4)cc(=O)n3[nH]2)cc1OC	0	13	-6	106	2	0.5	-10	-13	0	0	2
O=C(c1cc(COc2cccc3cnccc23)on1)N1CCC(c2ccccc2Cl)C1 (configuration not stated)	-11	-1	-14	111	3	.	0	1	18	-6	9
CCOC(=O)CN=C/C(C(=O)Nc1nccs1)=C(/C)O	-1	8	5	103	15	0.7	2	-8	-7	-6	-3
O=C(O)c1ccc(Cl)c(S(=O)(=O)Nc2cccc(C(=O)Nc3cccc(C(F)(F)F)c3)c2)c1	34	-11	-6	.	-1	0.1	-15	11	13	0	-18
CCS(=O)(=O)Nc1ccc2c(c1)N(C(C)=O)c1ccccc1CC2	5	-3	22	104	0	0.8	-10	3	-1	9	-5
CNCc1c(OCc2ccccc2F)ccc2ccccc12	13	1	1	112	7	-9.1	-8	-1	-9	-4	-7
CCOc1ccc(CCNC(=O)Nc2ccccc2)cc1OCC	-7	-3	2	105	-4	0.3	-6	3	193	-5	-2
N#Cc1nc(-c2ccccc2Cl)oc1N1CCN(C(=O)c2ccco2)CC1	7	.	6	105	2	0.5	-4	-6	105	-13	-4
COc1ccccc1-n1c(SCC(=O)N2CCCC2)nc2cccnc21	4	8	.	101	8	-1.7	-4	-8	22	-9	-3
SMILES	Arrestin-AP2 inh	SR-BI uptake up	MITF TRPM1 HTS	Pemphigus Ab inh	NSD2 HMT inh	CDK5 p35 inh	PKA-R1A act	SR-BI DiI inh	SUMO Mot1 rescue	PKA-R2B act	dFosB act
Cc1c(Cc2ccccc2)sc(NC(=O)Cc2ccccc2)c1C(N)=O	-4	.	4	73	0	-0.1	0	.	36	2	-3
O=C(N/C(=C/c1ccccc1Cl)C(=O)N1CCCCC1)c1ccco1	30	5	-1	95	-1	-1.9	1	-5	-13	16	-4
Cc1ccc(S(=O)(=O)N2CCN(C(=O)c3cc(S(=O)(=O)N(C)C)ccc3N3CCCC3)CC2)cc1	-3	-31	-1	90	1	0.9	3	31	-7	0	-6
O=C1CC(N2CCC(C(=O)N3CCCCC3)CC2)C(=O)N1 (configuration not stated)	-1	10	4	107	-1	0.5	9	-10	3	-5	3
CCNc1ccc(S(=O)(=O)N(C)C)cc1NCC(=O)Nc1ccccc1F	-2	11	4	102	4	1.2	-9	-11	-21	-13	-9
CN(Cc1ccccc1)C(=O)COC(=O)c1cc(=O)c2ccccc2o1	32	18	-7	99	-2	-0.6	-4	-18	18	1	-6
CC(=O)c1csc(Nc2ccccc2Cl)n1	-23	6	.	102	1	0.8	-19	-6	349	-7	4
